# High-throughput results (PubChem BioAssay)
# MCF10A rerep = DNA re-replication induction in MCF 10a cells; Potency, µM (highest dose often 46.1 µM), for inactives: top-dose activity, positive = re-replication, actives largely listed as activators; actives 2.9% (n = 350,000); MCF 10A DNA re-replication, Hoechst nuclear intensity, 48 h; also: potency is read from the fitted curve at half-maximal effect; % of control where 0% means no effect; nearly all actives have a fitted effect of over 50% in size
# KB-3-1 cytotox = KB-3-1 parental cell cytotoxicity; actives 1.4% (n = 400,000); KB-3-1 viability, CellTiter-Glo ATP luminescence, 72 h; Potency, µM (top dose mostly 46.1 µM), for the others: at the top dose activity change, negative = cytotoxic, usual class: cytotoxic; also: potency is read from the fitted curve at half-maximal effect; % is scaled to controls: 0 for no effect and ±100 for the full control effect; nearly all actives have a fitted effect of over 60% in size
#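 Cytotoxicity in the drug-sensitive parental line KB-3-1 was scored as loss of CellTiter-Glo luminescence following 72 h incubation with compound. Values come from curve fitting of normalized concentration-response data.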
# HT1080 IDH1KD tx = kills HT-1080 cells with IDH1 knockdown | HT-1080 IDH1 knockdown viability, ATP luminescence, 48 h | Potency, µM (titrated, usually from 46.1 µM), inactives show at the highest dose activity, negative = toxicity, most hits filed as cytotoxic | actives 2% (n = 360,000) | AID 686971;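 also: potency is read from the fitted curve at half-maximal effect; 0% = DMSO wells and -100% = cell-free medium wells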
#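 IDH1KD HT-1080 cells, 750/well, RPMI + 5% FBS; compound pinned after 2 h settling; 48 h, 37 °C; CellTiter-Glo luminescence; % activity normalised to DMSO and no-cell wells; curves fitted, classed by r2 and efficacy.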
# HT1080-NT tox = kills 2HG-producing HT-1080-NT fibrosarcoma cells. HT-1080-NT fibrosarcoma viability, CellTiter-Glo ATP luminescence, 48 h. Potency, µM (doses to about 46.1 µM), for the others: top-dose activity, negative = less viability, hits mostly cytotoxic. actives 1.6% (n = 360,000). AID 686970;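 also: NT is the 2HG producing partner of a matched IDH1 knockdown line; potency is read from the fitted curve at half-maximal effect; 0% = DMSO-treated cells and -100% = media-only wells without cells; nearly all actives have a fitted effect of over 55% in size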
#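 A 48-hour cytotoxicity screen used HT-1080-NT cells plated 2 hours before compound delivery. ATP-based CellTiter-Glo luminescence measured viability, normalized to DMSO and no-cell controls.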
# SW480 rereplic = DNA re-replication induction in SW480 cells; SW480 DNA re-replication, Hoechst DNA content imaging, 48 h; Potency, µM (series often up to 46.1 µM), for inactives: top-dose re-replication activation, hits mostly activators; actives 1.8% (n = 340,000); AID 624297; also: potency is read from the fitted curve at half-maximal effect; % of control where 0% means no effect; nearly all actives have a fitted effect of over 55% in size
#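 250 cells/well; 23 nL cpd via pin tool; 48 hr, 37 C, 5% CO2; Hoechst 40 min; imager read of total nuclear intensity, ex 405/em 500-530 nm.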
# WRN helicase inh = inhibitors of human WRN helicase; WRN helicase unwinding, fluorescent forked duplex, kinetic; Q14191; actives 0.46% (n = 360,000); Potency, µM (doses to about 114 µM), for the others: at the top dose activity change, negative = inhibition, most hits filed as inhibitors; also: potency is read from the fitted curve at half-maximal effect; % is scaled to controls: 0 for no effect and ±100 for the full control effect; nearly all actives have a fitted effect of over 55% in size
# Target sequence (Q14191 whole entry, looked up): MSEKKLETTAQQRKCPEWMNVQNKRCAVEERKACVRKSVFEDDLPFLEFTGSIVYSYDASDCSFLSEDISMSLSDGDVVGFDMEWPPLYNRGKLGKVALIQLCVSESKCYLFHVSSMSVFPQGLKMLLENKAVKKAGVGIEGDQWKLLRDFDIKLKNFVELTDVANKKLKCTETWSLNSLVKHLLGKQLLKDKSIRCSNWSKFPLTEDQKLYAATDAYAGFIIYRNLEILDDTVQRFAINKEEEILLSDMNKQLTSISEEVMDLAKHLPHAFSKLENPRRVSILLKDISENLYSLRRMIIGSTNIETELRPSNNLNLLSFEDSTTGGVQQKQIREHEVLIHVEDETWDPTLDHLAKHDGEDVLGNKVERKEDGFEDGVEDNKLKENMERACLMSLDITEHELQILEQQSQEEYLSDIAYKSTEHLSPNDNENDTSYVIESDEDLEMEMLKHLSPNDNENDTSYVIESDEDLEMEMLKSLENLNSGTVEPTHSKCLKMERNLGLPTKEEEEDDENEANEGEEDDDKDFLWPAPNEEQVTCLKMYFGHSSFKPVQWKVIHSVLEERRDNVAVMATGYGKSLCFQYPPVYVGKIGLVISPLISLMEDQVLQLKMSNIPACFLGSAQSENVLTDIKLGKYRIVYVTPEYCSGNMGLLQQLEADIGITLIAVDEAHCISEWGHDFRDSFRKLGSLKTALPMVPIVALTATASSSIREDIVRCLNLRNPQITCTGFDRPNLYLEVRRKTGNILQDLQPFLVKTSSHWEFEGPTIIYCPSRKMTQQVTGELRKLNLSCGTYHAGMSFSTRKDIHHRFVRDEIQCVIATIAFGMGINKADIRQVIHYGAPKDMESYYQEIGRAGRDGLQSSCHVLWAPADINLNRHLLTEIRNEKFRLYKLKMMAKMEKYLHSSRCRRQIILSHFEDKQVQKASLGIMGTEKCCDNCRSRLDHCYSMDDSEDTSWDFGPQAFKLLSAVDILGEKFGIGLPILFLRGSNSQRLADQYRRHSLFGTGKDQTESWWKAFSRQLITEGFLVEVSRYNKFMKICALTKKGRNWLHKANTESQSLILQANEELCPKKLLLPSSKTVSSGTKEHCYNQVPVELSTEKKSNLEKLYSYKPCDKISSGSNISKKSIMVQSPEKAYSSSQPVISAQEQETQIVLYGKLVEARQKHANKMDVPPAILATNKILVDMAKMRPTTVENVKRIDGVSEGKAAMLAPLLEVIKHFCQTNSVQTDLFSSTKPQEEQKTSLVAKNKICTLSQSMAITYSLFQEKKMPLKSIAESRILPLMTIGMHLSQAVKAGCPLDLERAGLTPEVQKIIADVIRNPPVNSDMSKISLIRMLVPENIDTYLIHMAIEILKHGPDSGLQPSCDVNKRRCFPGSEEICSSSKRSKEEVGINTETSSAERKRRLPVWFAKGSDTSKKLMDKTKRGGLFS
#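 WRN at 20 nM final was preincubated with compound for 15 min at room temperature; reaction started with 100 nM forked duplex oligonucleotide carrying fluorophore and quencher plus 2 mM ATP (final). Unwinding followed kinetically by red fluorescence (ex 525/em 598 nm).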
# KB-V1 cytotox = kills drug-selected multidrug resistant KB-V1 cells | Potency, µM (titrated, usually from 46.1 µM), for the others: at the top dose activity change, negative = cytotoxicity, actives largely listed as cytotoxic | AID 1347076 | KB-V1 MDR cells viability, CellTiter-Glo, 72 h | actives 3.4% (n = 400,000); also: potency is read from the fitted curve at half-maximal effect; % is scaled to controls: 0 for no effect and ±100 for the full control effect; nearly all actives have a fitted effect of over 60% in size
#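 Following 72 h at 37 degrees C with compound, KB-V1 cell viability was read by CellTiter-Glo luminescence, medium being phenol-red-free DMEM plus 10% FBS; concentration-response parameters came from normalized, curve-fitted qHTS data.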
# ATXN2 expr inh = ATXN2 expression inhibition | HEK-293 ATXN2-luciferase reporter, luminescence, 24 h | Potency, µM (highest dose often 57 µM), for the others: top-dose activity change, negative = inhibition, most hits filed as inhibitors | actives 0.72% (n = 360,000) | AID 1745845; also: potency is read from the fitted curve at half-maximal effect; % is scaled to controls: 0 for no effect and ±100 for the full control effect; nearly all actives have a fitted effect of over 55% in size
#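 ATXN2-luciferase reporter cells (luciferase flanked by upstream and downstream ATXN2 gene portions) were treated 24 h at 37 °C with compounds at up to 57 uM. SteadyGlo luminescence gave expression; GF-AFC fluorescence gave viability.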
# IL1B secr inh = inflammasome signaling inhibition, IL-1 beta readout; THP-1 LPS/ATP IL-1B secretion, AlphaLISA, 16 h; stronger effect = lower value; activity change, % at 57.5 µM; actives 4.7% (n = 360,000); in the data active = activity change below about -50%; inconclusive = mostly about -30% to -49%; also: % is scaled to controls: 0 for no effect and ±100 for the full control effect
#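 THP-1 cells pretreated 1 hr with compounds (up to 57.5 uM final), then stimulated with LPS (250 ng/mL final) plus ATP (1.25 mM final); secreted IL-1B measured by AlphaLISA after 16 hr, decreased signal indicating inhibition.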
# * hit, by the source's call; ? = inconclusive; . = no result given; [ ] = remark or other dose. Unless noted, calls follow the shape of the dose curve; as a rule, active = well fitted curve in the direction sought with a large enough effect; inconclusive = small, poorly fitted or top-dose-only effect, or another doubt; inactive = no such curve, though single readings can be large; an effect the other way counts as inactive or inconclusive.
# Keys: A = MCF10A rerep; B = KB-3-1 cytotox; C = HT1080 IDH1KD tx; D = HT1080-NT tox; E = SW480 rereplic; F = WRN helicase inh; G = KB-V1 cytotox; H = ATXN2 expr inh; I = IL1B secr inh
Cc1cn([C@H]2C[C@H](O)[C@@H](CNC(=O)[C@H](N)Cc3cccnc3)O2)c(=O)[nH]c1=O
  A: . | B: -2% | C: 4% | D: 6% | E: . | F: 3% | G: -5% | H: 0% | I: 11

Cc1ccc(S(=O)(=O)Nc2ccc3c(c2)ncn3C(C)(C)C)cc1
  A: 4% | B: -10% | C: -14% | D: -6% | E: ? | F: 4% | G: ? | H: 6% | I: 5

CCOC(=O)c1c(S(=O)(=O)NCc2cccs2)c(C)n(C)c1C
  A: 0% | B: -4% | C: 1% | D: 0% | E: -16% | F: 4%[57.1 µM] | G: -3% | H: -2% | I: -11

CC(=O)c1ccc(-c2ccc(C(=O)N3CCN(c4ccc(F)cc4)CC3)o2)cc1
  A: ? | B: -3% | C: -24% | D: -24% | E: 11% | F: -14% | G: -1% | H: 7% | I: -5

Cc1nc(NC(=O)C(Cl)Cl)sc1C(=O)N(C)C
  A: -4% | B: 1% | C: 18% | D: 18% | E: 0% | F: ? | G: -8% | H: -2% | I: 6

Cc1cc(C)cc(N(CC(=O)NC2CCCCC2)C(=O)CCC(=O)Nc2cc(C)ccn2)c1
  A: 0% | B: 10% | C: -3%[9.24 µM] | D: -3% | E: -9% | F: 0% | G: ? | H: -9% | I: -7

COc1ccccc1OCC(=O)NNC(=O)Nc1ccccc1
  A: 5% | B: 16% | C: 6% | D: 0% | E: -40%[inhibitor] | F: -5% | G: 8% | H: -3% | I: 12

COc1ccccc1N1CCN(C2CCCN(C(=O)CCN3CCCCO3)C2)CC1 (stereo unspecified)
  A: -3% | B: -8% | C: 13% | D: 16% | E: -10% | F: -1% | G: 20% | H: 12% | I: 30

COC(=O)C1CCCN1S(=O)(=O)c1ccc2ccccc2c1 (stereo unspecified)
  A: 11% | B: -12% | C: -11% | D: -3% | E: -1% | F: -11% | G: -20% | H: -15% | I: 12

Cc1nnc(NC(=O)CCC(=O)N2CCC(C)CC2)s1
  A: ? | B: -4% | C: -5% | D: ? | E: ? | F: -8% | G: 1% | H: 1% | I: 25

CSc1ccccc1NC(=O)c1ccc(N2CC3CC(C2)c2cccc(=O)n2C3)c(NC(=O)c2cccnc2)c1 (stereo unspecified)
  A: -7% | B: -8% | C: -1% | D: 0% | E: -3% | F: 4% | G: -19% | H: . | I: -13

Cc1ccc(N=Cc2c(C)[nH]n(-c3nc4ccccc4[nH]3)c2=O)cc1
  A: 0% | B: 8.2µM* | C: 3.3µM* | D: 2.9µM* | E: -2% | F: -18% | G: 6.5µM* | H: ? | I: 8

CCN1CCCC1CNC(=O)CS(=O)(=O)Cc1nc(-c2ccccc2C)oc1C (stereo unspecified)
  A: 1% | B: 18% | C: -6% | D: -20% | E: -11% | F: -5% | G: 1% | H: -6% | I: -9

Cc1ccc2oc(C(=O)N3CCN(CC(=O)NC(C)C)CC3)c(C)c2c1
  A: 7% | B: 14% | C: -10% | D: -11% | E: 2% | F: 18% | G: ? | H: 2% | I: 19

CCOC(=O)Cc1cc(-c2ccc(F)cc2)nc2ccc3ccccc3c12
  A: 27% | B: -9% | C: -6% | D: -6% | E: -3% | F: 9% | G: -3% | H: 4% | I: 12

# Single records (already shown). Values in the order: MCF10A rerep, KB-3-1 cytotox, HT1080 IDH1KD tx, HT1080-NT tox, SW480 rereplic, WRN helicase inh, KB-V1 cytotox, ATXN2 expr inh, IL1B secr inh
# Profile of Cc1ccc(N=Cc2c(C)[nH]n(-c3nc4ccccc4[nH]3)c2=O)cc1 → 0%, 8.2µM*, 3.3µM*, 2.9µM*, -2%, -18%, 6.5µM*, ?, 8
# Profile of COc1ccccc1N1CCN(C2CCCN(C(=O)CCN3CCCCO3)C2)CC1 (stereo unspecified) → -3%, -8%, 13%, 16%, -10%, -1%, 20%, 12%, 30
# Profile of CCOC(=O)Cc1cc(-c2ccc(F)cc2)nc2ccc3ccccc3c12 → 27%, -9%, -6%, -6%, -3%, 9%, -3%, 4%, 12

# Later entries
# Keys: A = MCF10A rerep; B = KB-3-1 cytotox; C = HT1080 IDH1KD tx; D = HT1080-NT tox; E = SW480 rereplic; F = WRN helicase inh; G = KB-V1 cytotox; H = ATXN2 expr inh; I = IL1B secr inh
Cc1cc(S(=O)(=O)NC2CCCCC2)ccc1OCC(=O)N1CCOCC1
  A: 1% | B: -1% | C: 1% | D: 1% | E: -4% | F: -9% | G: -9% | H: -9% | I: 6

Cc1ccsc1C(=O)Nc1ccc(OCc2ccccc2)cc1
  A: 1% | B: -4% | C: 0% | D: -3% | E: -4% | F: 12% | G: 21% | H: -20% | I: -13

COc1cc([N+](=O)[O-])ccc1NC(=O)CN1CCOCC1
  A: 1% | B: -2% | C: 0% | D: -1% | E: -12% | F: -2% | G: 6% | H: . | I: 23

CN1/C(=C\C=C2/C(=O)Oc3ccccc3C2=O)C(C)(C)c2ccccc21
  A: ? | B: 3% | C: ? | D: ? | E: 7% | F: 27µM* | G: -2% | H: 17% | I: ?

COc1cccc(NC(=O)N(CCCN2CCOCC2)C(C)c2cc3cccc(OC)c3o2)c1 (stereo unspecified)
  A: 1% | B: 7% | C: -2% | D: -6% | E: 1% | F: 3% | G: -3% | H: -10% | I: -2

CCCOc1ccc(OC(=O)c2ccc(Br)o2)cc1
  A: 4% | B: ? | C: -9% | D: 0% | E: -2% | F: -10% | G: -13% | H: -8% | I: -9

Cc1ccc(C(C)C)c(OCC(=O)N/N=C/c2cccn2C)c1
  A: ? | B: -13% | C: -5% | D: -4% | E: 30% | F: -7% | G: -26% | H: . | I: -7

CCOc1cc(C2NN=C(c3ccccc3)S2)ccc1OCc1ccccc1Cl (stereo unspecified)
  A: 9% | B: 17% | C: -7% | D: 3% | E: 8% | F: -4% | G: 4% | H: 59%[activator] | I: 49

CC(C)c1ccc(NC(=O)Cn2c(=O)oc3cccnc32)cc1
  A: 2% | B: -7% | C: 0% | D: 13% | E: -7% | F: 7% | G: 1% | H: -19% | I: -5

CCN(CC)C(=O)c1[nH]cnc1C(=O)NCCCCCNC(=O)OC(C)(C)C
  A: -5% | B: 0% | C: 9% | D: -2% | E: 0% | F: -3% | G: 0% | H: 9% | I: 0

Cc1ccc(NC(=O)C2CC(O)CN2C(=O)OCc2ccccc2)cc1C (stereo unspecified)
  A: 0% | B: 8% | C: 0% | D: 8% | E: 2% | F: 7% | G: 5% | H: 2% | I: -4

CC(C)OCCCN1C(=O)c2ccccc2C1C(=O)NC1CCCCC1 (stereo unspecified)
  A: 2% | B: -2% | C: 3% | D: -1%[9.24 µM] | E: -3% | F: -1% | G: -1% | H: -3% | I: 0

O=C(O)c1cc([N+](=O)[O-])ccc1C(=O)Nc1ccccc1
  A: -2% | B: 10% | C: 0% | D: 6% | E: 2% | F: -5% | G: -2% | H: 1% | I: 12

CCOc1cccc(-c2cc(N3CCN(CCO)CC3)n3nccc3n2)c1
  A: . | B: 0% | C: 18% | D: 1% | E: . | F: 3% | G: 9% | H: -5% | I: -7

COc1ccc(OC)c(NC(=O)CC(NC(C)=O)c2ccccc2)c1 (stereo unspecified)
  A: 5% | B: 8% | C: 2% | D: 11% | E: -5% | F: 1% | G: 0% | H: -8% | I: 25

CN1CCN(C(=S)c2ccc(OCC(=O)Nc3cccc(C(F)(F)F)c3)cc2)CC1
  A: ? | B: -16% | C: -20% | D: -18% | E: 0%[9.22 µM] | F: -1% | G: ? | H: -20% | I: ?

COc1ccc(OC)c(-c2cc(C(=O)O)c3cc4ccccc4cc3n2)c1
  A: . | B: -2% | C: -1% | D: 3% | E: . | F: -6% | G: 21% | H: . | I: 13

O=C(N/N=C/c1cccc(Br)c1)c1ccc(Br)cc1
  A: 11% | B: 2% | C: -15% | D: -14% | E: 20% | F: -22% | G: 1% | H: 2% | I: -14

Cc1ccc(Cn2c(-c3nonc3N)nc3ccccc32)cc1
  A: 16% | B: -12% | C: -7% | D: -7% | E: 2% | F: -20% | G: -13% | H: -31% | I: 12

Cc1ccccc1S(=O)(=O)NC(=O)C1(C)CCN1C(=O)CCc1cccs1 (stereo unspecified)
  A: . | B: 0% | C: 7% | D: ? | E: . | F: -6% | G: 6% | H: 12% | I: 13

c1ccc(C[C@H]2CN=C(Nc3ccccc3)N2CCCC2CCCC2)cc1
  A: 4% | B: 5% | C: ? | D: ? | E: -3% | F: -4% | G: 0% | H: ? | I: -4

COCCNc1nc(NCc2cc(-c3ccc(OC)cc3)no2)c2sccc2n1
  A: . | B: ? | C: 13µM* | D: ? | E: . | F: -7% | G: 18µM* | H: -22% | I: ?

O=C1CC(N2CCN(c3ccc(Cl)cc3)CC2)C(=O)N1c1ccccc1 (stereo unspecified)
  A: -2% | B: 13% | C: 3% | D: -1% | E: 11% | F: 2% | G: ? | H: -3% | I: 10

COc1ccc(S(=O)(=O)N2CC3CCCN3c3ccc(C(F)(F)F)cc32)cc1 (stereo unspecified)
  A: 15% | B: -22% | C: -26% | D: -15% | E: 12% | F: 4% | G: 0% | H: -1% | I: ?

NC(=O)c1nsc(C(=O)N(c2cccc(F)c2)C(C(=O)NCC2CCCO2)c2cccs2)c1N (stereo unspecified)
  A: ? | B: 21% | C: -15% | D: -15% | E: ? | F: -3% | G: -12% | H: 0% | I: -14
